Compound activity deposited in PubChem BioAssay by National Center for Advancing Translational Sciences (NCATS).
CCT chaperon mod – High-Throughput Screening for Modulators of Cytosolic Chaperonin Activity; activity change, % (concentration not given with the values), hits read low; purified chaperonin ATPase assay, HTRF ADP detection, 30 min; hit rate 0.3% among 360,000; AID 651819, 2012; in the data active means activity change below about -30%; further: on the % scale 0 is the no-effect control and ±100 the full control effect
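First, chaperonin was dispensed at 40 nM or 20 nM final depending on batch activity. Next, compounds were pinned at 76 uM and ATP added at 10 uM. After 30 min at 37 °C, ADP detection reagents ran 30 min at ambient temperature.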
HepG2 tox – qHTS for Inhibitors of TGF-b: Cytotox Counterscreen; HepG2 CAGA-GFP viability, ATP luminescence, 18 h; Potency, µM (highest dose often 46.1 µM), without a hit: top-dose activity change, negative = cytotoxicity, usual class: cytotoxic; hit rate 0.76% among 410,000; further: potency means the concentration at half of the fitted maximal effect; some results filed as inactive show a strong effect at the top dose
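HepG2 CAGA-GFP cells (1000/well, DMEM with 1% FBS) received compound, then TGF-beta at 500 pg/mL final, and were incubated 18 hours at 37 degrees C. Viability was read by CellTiter-Glo luminescence. Media-only wells were set as complete cell-killing and DMSO as no toxicity.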
Nrf2 block – Nrf2 qHTS screen for inhibitors | A549 ARE-Fluc reporter, luciferase luminescence, 18-24 h | Potency, µM (top dose mostly 46 µM), for inactives: top-dose activity change, negative = inhibition, actives largely listed as inhibitors | hit rate 2.1% among 360,000 | AID 504444, 2011; further: potency means the concentration at half of the fitted maximal effect; on the % scale 0 is the no-effect control and ±100 the full control effect; nearly all actives have a fitted effect of over 60% in size
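Concentration-response testing used A549 ARE_Fluc cells at 5000 cells/well. Following an 18-24 h compound incubation, viability was read by fluorescence (Ex 405/Em 525) and luciferase output by luminescence.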
Nrf2 ARE act – qHTS of Nrf2 Activators | AREc32 ARE-luciferase reporter (MCF7-derived line), luminescence, 24 h | hit rate 0.31% among 410,000 | Potency, µM (series often up to 46.1 µM), for the others: at the highest dose activation, usual class: activators; further: potency means the concentration at half of the fitted maximal effect; % of control where 0% means no effect; nearly all actives have a fitted effect of over 65% in size
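ARE-driven firefly luciferase activity in AREc32 cells measured after a 24 hr compound exposure at 37 deg C, using Steady-Glo reagent and a 30 min room-temperature hold.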
ATXN viability – Viability Counterscreen for Primary qHTS for Inhibitors of ATXN expression. S2 cells (HEK-293 line with an ATXN2-luciferase reporter) viability, CellTiter-Fluor protease fluorescence, 24 h. Potency, µM (series often up to 56.7 µM), usual class: cytotoxic. hit rate 0.49% among 400,000; further: potency means the concentration at half of the fitted maximal effect; nearly all actives have a fitted effect of over 40% in size
pAkt inh – HTS Assay for Inhibitors of Akt Phophorylation: Primary Screen | Neuro2A IGF-stimulated pAkt S473 HTRF, 20 min; stronger effect = lower value | activity change, % for hits at 50 µM | hit rate 0.32% among 360,000; in the data active means activity change below about -80%; inconclusive means mostly about -51% to -80%; further: on the % scale 0 is the no-effect control and ±100 the full control effect
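Single-point screen (50 µM final compound) in Neuro2A cells stimulated 20 min with 6 nM IGF at 37 deg C. After lysis, Ser473-phosphorylated Akt read by HTRF (ex 330 nm, em 615/665 nm) as the 665/615 ratio.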
Mm-Cpn inhibitor – Inhibitors of TCP-1 ring complex (TRiC) of Methanococcus maripaludis (MmCpn): qHTS; Chaperonin Mm-Cpn (Methanococcus maripaludis); purified Mm-Cpn ATPase, ADP Transcreener TR-FRET; Potency, µM (titrated, usually from 76.9 µM), without a hit: at the highest dose activity, negative = inhibition, hits mostly inhibitors; hit rate 0.031% among 330,000; further: potency means the concentration at half of the fitted maximal effect; on the % scale 0 is the no-effect control and ±100 the full control effect; nearly all actives have a fitted effect of over 80% in size
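ATPase read-out: TR-FRET ADP immunoassay (anti-ADP Eu cryptate vs ADP-d2), ex 320 nm, em 590/665 nm; signal drops as ADP forms. Enzyme 25 nM, ATP 10 uM, 30 min at 37°C after 10 min compound preincubation.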
A549 viability – Nrf2 qHTS screen for inhibitors: counterscreen for cytotoxicity. AID 504648, 2011. hit rate 0.16% among 390,000. A549 ARE-Fluc cells, CellTiter-Fluor viability, 18-24 h. Potency, µM (doses to about 46 µM), without a hit: top-dose activity change, negative = cytotoxicity, most hits filed as inhibitors; further: potency means the concentration at half of the fitted maximal effect; on the % scale 0 is the no-effect control and ±100 the full control effect
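A549 ARE_Fluc cells in 5% FBS OPTI-MEM were exposed to compounds in concentration-response for 18-24 h at 37 deg C. Viability was read by CellTiter-Fluor fluorescence (Ex 405/Em 525) after 30 min, before the luciferase read.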
TGFb SMAD3 inh – qHTS for Inhibitors of TGF-b. hit rate 1.2% among 410,000. AID 588855, 2011. Potency, µM (highest dose often 46.1 µM), for the others: top-dose activity, negative = inhibition, usual class: inhibitors. HepG2 CAGA-GFP TGF-b/SMAD3 reporter, GFP fluorescence, 18 h; TGF-beta stimulated, 500 pg/mL final; further: potency means the concentration at half of the fitted maximal effect; on the % scale 0 is the no-effect control and ±100 the full control effect; nearly all actives have a fitted effect of over 65% in size
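Cell-based qHTS in HEPG2 carrying a CAGA-GFP Smad reporter; compounds added before 500 pg/mL final TGF-beta, 18 h incubation at 37 degrees C, GFP fluorescence quantified per cell by imaging cytometry.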
* hit, by the source's call; i = inactive; ? = inconclusive; / = no result given; [ ] = dose if it differs, or a comment. Unless noted, the call rests on the fitted dose curve; in most records, active means well fitted curve in the direction sought with a large enough effect; inconclusive means small, poorly fitted or top-dose-only effect, or another doubt; inactive means no such curve, though single readings can be large; an effect the other way counts as inactive or inconclusive. Hits appear at their usual frequency; overall some 4.4% were active at least once.

SMILES	CCT chaperon mod	HepG2 tox	Nrf2 block	Nrf2 ARE act	ATXN viability	pAkt inh	Mm-Cpn inhibitor	A549 viability	TGFb SMAD3 inh
CCOc1cc(/C=N/NC(=O)CNc2cccc(C)c2)ccc1OC(=O)c1ccccc1	-2.6	-3%	-8%	9.2%	i	/	-1%	-7%	?
Cc1ccc(S(=O)(=O)N2CCC(=O)N([C@H](COCc3ccc(C(F)(F)F)cc3)Cc3ccccc3)CC2)cc1	0.9	/	/	-0.1%	?	i	/	/	/
Cc1ccc(Cl)cc1N(C)C(=O)Cn1nc(Cc2cccnc2)c2ccccc2c1=O	/	-37%	?	0.7%	/	/	/	4%	13µM*
COC(=O)C[C@H]1C[C@@H]2c3cc(NS(=O)(=O)c4ccc(OC)cc4)ccc3O[C@@H]2[C@H](CO)O1	-1.8	-2%	/	0.2%	i	i	/	/	-1%
CC1(C)Cc2c(C#N)c(NCCO)nc(-c3ccco3)c2CO1	-1.2	-35%	1%	7.1%	/	i	0%	2%	?
O=C(NNS(=O)(=O)c1ccc(F)cc1)c1ccccc1O	0.7	-3%	14%	-0.3%	i	i	1%	4%	0%
Nc1nc(NCc2ccccc2)nc(-c2ccccc2)n1	2.8	-18%	2%	3.5%	i	i	-1%	6%	31%
Cc1nc(-c2cccc(F)c2)sc1CCNC(=O)Cc1ccc(F)cc1	/	-23%	/	5.4%	i	/	/	?	-28%
O=C(CN1CCCCCC1)Nc1ccc(Br)cc1	-4.6	-2%	1%	-0.4%	i	i	0%	0%	-5%
COc1ccc([C@@H]2[C@@H]3C(=O)N(C(C)(C)C)C(=O)[C@@H]3[C@]3(Cc4ccccc4)C(=O)N(c4ccccc4)C(=O)N23)cc1	0.2	1%	7%	0.4%	i	i	-1%	-13%	-16%
O=C(N/N=C(/c1ccccc1)c1ccncc1)c1ccc2c(c1)OCO2	-5.9	-13%	?	2.5%	i	i	-5%	-8%	1%
CC1CCN(c2ccc(C(=O)NCCc3ccccc3)cn2)CC1	1.4	-4%	14%	2.4%	i	i	0%	8%	-15%
O=C(C1=C[C@@H](C2CC2)C[C@@H](OCCCCO)O1)N1CCOCC1	0.2	11%	2%	0.5%	i	i	/	-4%	1%
CS(=O)(=O)N(CC(=O)NCC1CCCO1)c1cccc(Cl)c1 (stereo not drawn)	-4.9	18%	-8%	0.3%	i	i	1%	0%	0%
CCCOc1ccc(-c2nonc2NC(=O)c2ccco2)cc1OCCC	/	-16%	?	14%	i	/	/	0%	6%

Filtered by structure: those above containing a furan ring, fused or not
SMILES	CCT chaperon mod	HepG2 tox	Nrf2 block	Nrf2 ARE act	ATXN viability	pAkt inh	Mm-Cpn inhibitor	A549 viability	TGFb SMAD3 inh
CC1(C)Cc2c(C#N)c(NCCO)nc(-c3ccco3)c2CO1	-1.2	-35%	1%	7.1%	/	i	0%	2%	?
CCCOc1ccc(-c2nonc2NC(=O)c2ccco2)cc1OCCC	/	-16%	?	14%	i	/	/	0%	6%

Just A549 viability, Nrf2 block and CCT chaperon mod, for some of the entries so far:
| smiles | A549 viability | Nrf2 block | CCT chaperon mod |
| --- | --- | --- | --- |
| CC1(C)Cc2c(C#N)c(NCCO)nc(-c3ccco3)c2CO1 | 2% | 1% | -1.2 |
| O=C(NNS(=O)(=O)c1ccc(F)cc1)c1ccccc1O | 4% | 14% | 0.7 |
| CC1CCN(c2ccc(C(=O)NCCc3ccccc3)cn2)CC1 | 8% | 14% | 1.4 |

(list continues)
SMILES	CCT chaperon mod	HepG2 tox	Nrf2 block	Nrf2 ARE act	ATXN viability	pAkt inh	Mm-Cpn inhibitor	A549 viability	TGFb SMAD3 inh
CCOc1ccc(C(=O)N2CCN(c3cccc(C)c3C)CC2)cc1	1.4	-14%	-4%	-0.6%	i	i	/	/	-18%
O=C(NCCn1cc(SCC(=O)N2CCOCC2)c2ccccc21)c1c(F)cccc1F	1.6	-14%	3%	0.4%	i	i	0%	17%	-2%
Nc1ncn(C23CC4CC(CC(C4)C2)C3)n1	1.6	-5%	4%	-0.6%	i	i	1%	20%	6%
O=C(N/N=C/c1ccncc1)C1C2CCCCCCC21 (stereo not drawn)	-0.5	-4%	-10%	0.2%	i	i	-3%	-3%	-7%
CCCNC(=O)C1(C)CCCN(C(=O)c2ccc(F)cc2Cl)C1 (stereo not drawn)	1.0	-2%	/	0.0%	i	i	/	/	-5%
COc1ccc2c(c1)[nH]c1c(=O)n(/N=C/c3ccc(OC)c(CN4CCCC4)c3)cnc12	-2.1	-22%	10%	2.3%	i	i	-3%	-3%	4%
Cc1ccc(C(C)C)c(OCC(=O)Nc2c(C(=O)c3ccc(F)cc3)oc3ccccc23)c1	/	-8%	-7%	0.2%	i	/	/	-3%	2%
N#Cc1c(-c2ccccc2)nc(SCC(=O)N2c3ccccc3Sc3ccccc32)[nH]c1=O	1.5	-5%	0%	-0.9%	i	i	-13%	5%	-12%
CC12C=CC(=O)C=C1CCC1C3CCC(O)(C(=O)CO)C3(C)CC3OC312 (stereo not drawn)	-2.0	7%	-12%	-0.2%	i	i	5%	-3%	4%
O=C1CC(c2ccccc2)NC(=O)N1 (stereo not drawn)	-3.4	3%	3%	-0.4%	i	i	0%	-1%	13%
CC(OC(=O)c1cccc(S(=O)(=O)N2CCCCC2)c1)C(=O)NCC1CCCCC1 (stereo not drawn)	-3.3	-12%	-19%	-0.4%	i	i	1%	2%	-19%
C=COCCCNc1ncnc2sc(-c3ccccc3)cc12	-0.4	-33%	13µM*	0.0%	?	i	-6%	-16%	?
Oc1c(Br)cc(Br)cc1/C=N/c1nccs1	-0.3	0%	?	?	i	i	-3%	6%	?
CCN(CC)S(=O)(=O)c1ccc(NC(=O)c2ccc(Sc3nncn3C)c([N+](=O)[O-])c2)cc1	0.0	-21%	?	7.2%	i	i	1%	-6%	-19%
Cc1ccc(C)c(N2CCN(C(=O)NCc3noc4ccc(C)cc34)CC2)c1	/	-5%	?	0.3%	?	/	/	-2%	?
Cc1ccnc(N2CCC(C(=O)NNC(=O)c3ccccc3)CC2)n1	-1.4	-4%	7%	0.0%	i	i	1%	-2%	-14%
CN1CCN(C(=S)SCC(=O)N2CCCc3ccccc32)CC1	-1.6	-51%	-15%	2.2%	i	i	2%	-3%	0%
NC(=O)CCN1CCN(C(=O)c2ccc3nc(Cc4cccc(Cl)c4)oc3c2)CC1	-1.2	23%	4%	-0.6%	i	i	1%	-3%	15%
COC(=O)CC1COc2ccccc2N1C(=O)c1ccc(OC)cc1 (stereo not drawn)	-1.3	-14%	-28%	-0.2%	i	i	1%	-2%	0%
O=C(COC(=O)/C=C/c1ccc2c(c1)OCO2)Nc1ccccc1	1.4	1%	14%	3.1%	?	i	-2%	3%	-3%
COc1cccc(C(=O)NNC(=O)CCC(=O)O)c1	1.9	1%	-3%	0.1%	i	i	1%	3%	11%
Cc1nnc(SCc2cc(=O)c3ccccc3[nH]2)s1	/	-7%	/	4.2%	i	/	/	-6%	1%
CCC(=O)Nc1cccc(C(=O)/C=C/c2ccccc2)c1	-1.4	-95%	?	-3.3%	?	/	0%	-14%	?
S=C(NCc1ccccc1)NCc1ccccc1	1.4	-1%	4%	-0.2%	i	i	-3%	-5%	1%
COc1cc([N+](=O)[O-])ccc1NC(=S)NCc1ccccn1	0.1	2%	13%	1.4%	i	i	-1%	-5%	0%
Cc1ccc(O)c(C(=O)c2cnc3c(c2)c(C)nn3-c2ccccc2)c1	1.6	12%	-3%	-0.5%	i	i	-7%	1%	-23%
CCc1ccccc1NC(=O)CN(C)C(=O)Cn1cc(C(F)(F)F)cc(Cl)c1=O	1.3	10%	-10%	0.4%	i	i	1%	6%	-5%
O=C(Nc1cc(F)ccc1F)C1CCN(C(=O)c2cnn(-c3ccccc3)c2-n2cccc2)CC1	/	-24%	3%	5.8%	?	/	/	-5%	?
CCCOc1ccc(NC(=O)CC2C(=O)N(C)C(=S)N2Cc2ccc3c(c2)OCO3)cc1 (stereo not drawn)	2.5	-6%	?	7.7%	?	i	3%	-24%	?
CCSC(=O)N=Nc1ccc(O)cc1	1.6	-24%	1%	4.3%	?	i	/	8%	-15%
CCN1CCc2c(OCc3ccccc3)cccc2C1=O	0.0	-16%	?	-0.4%	i	i	1%	-1%	3%
CC(CC(=O)Nc1ccc2c(c1)c(=O)n(C)n2Cc1ccc(Cl)cc1)C(F)(F)F (stereo not drawn)	0.1	-16%	/	-1.0%[9.22 µM]	i	i	/	/	-23%
O=S1(=O)C=CC(c2ccccc2)C1 (stereo not drawn)	-3.1	-37%	?	0.6%	i	i	1%	0%	0%
CCC(C(=O)NCCc1c[nH]c2cc(OC)ccc12)c1ccccc1 (stereo not drawn)	0.0	5%	-16%	-0.5%	i	i	-3%	0%	0%
O=C(O)c1cn(C2CCCCC2)c2ccccc2c1=O	-2.3	-9%	1%	-0.5%	i	i	4%	-1%	11%
CCn1cc(C(=O)N[C@@H](CCSC)C(=O)NC(C)(C)CO)c(=O)c2cc3c(cc21)OCO3	-2.9	-1%	-10%	-0.1%	i	i	0%	12%	-22%
CCCOc1ccccc1NC(=O)c1ccc(N)cc1	-2.4	-2%	1%	0.3%	i	i	-2%	1%	22%

Molecules above that contain a COOH group:
SMILES	CCT chaperon mod	HepG2 tox	Nrf2 block	Nrf2 ARE act	ATXN viability	pAkt inh	Mm-Cpn inhibitor	A549 viability	TGFb SMAD3 inh
COc1cccc(C(=O)NNC(=O)CCC(=O)O)c1	1.9	1%	-3%	0.1%	i	i	1%	3%	11%
O=C(O)c1cn(C2CCCCC2)c2ccccc2c1=O	-2.3	-9%	1%	-0.5%	i	i	4%	-1%	11%
